Bioassay records from PubChem.
MITF inh: MITF inhibitors, primary screen, biochemical, AlphaScreen, human. inhibition, % at 2.6 µM. Microphthalmia-associated transcription factor (Homo sapiens), O75030. 650,000 tested, 0.91% active. AlphaScreen MITF homodimerization, bead proximity signal; in the data active = inhibition above about 50%;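 note: 0% = vehicle wells with protein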
TEAD-YAP block: TEAD-YAP interaction inhibition, primary screen, TEAD-YAP interaction inhibitor project, luminescence, HEK-TIYL cells | inhibition, % at 9.12 µM | TEAD-Gal4/YAP UAS-luciferase luminescence | 640,000 tested, 1.4% active; in the data active = inhibition above about 32%;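 note: 0% = median of test compound wells and 100% = reference inhibitor wells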
FBW7 activator: FBW7 E3 ligase activators, primary screen, biochemical, AlphaScreen, human; F-box/WD repeat-containing protein 7 (Homo sapiens), Q969H0; AlphaScreen FBW7–phospho-cyclin E peptide binding, activator screen; normalized activity (activation), % at 26.1 µM; 650,000 tested, 0.13% active; AID 1259310, 2017; in the data active = normalized activity above about 1.9%;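 note: purified mutant Fbw7 with reduced substrate affinity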
Target sequence (Q969H0 whole entry, looked up): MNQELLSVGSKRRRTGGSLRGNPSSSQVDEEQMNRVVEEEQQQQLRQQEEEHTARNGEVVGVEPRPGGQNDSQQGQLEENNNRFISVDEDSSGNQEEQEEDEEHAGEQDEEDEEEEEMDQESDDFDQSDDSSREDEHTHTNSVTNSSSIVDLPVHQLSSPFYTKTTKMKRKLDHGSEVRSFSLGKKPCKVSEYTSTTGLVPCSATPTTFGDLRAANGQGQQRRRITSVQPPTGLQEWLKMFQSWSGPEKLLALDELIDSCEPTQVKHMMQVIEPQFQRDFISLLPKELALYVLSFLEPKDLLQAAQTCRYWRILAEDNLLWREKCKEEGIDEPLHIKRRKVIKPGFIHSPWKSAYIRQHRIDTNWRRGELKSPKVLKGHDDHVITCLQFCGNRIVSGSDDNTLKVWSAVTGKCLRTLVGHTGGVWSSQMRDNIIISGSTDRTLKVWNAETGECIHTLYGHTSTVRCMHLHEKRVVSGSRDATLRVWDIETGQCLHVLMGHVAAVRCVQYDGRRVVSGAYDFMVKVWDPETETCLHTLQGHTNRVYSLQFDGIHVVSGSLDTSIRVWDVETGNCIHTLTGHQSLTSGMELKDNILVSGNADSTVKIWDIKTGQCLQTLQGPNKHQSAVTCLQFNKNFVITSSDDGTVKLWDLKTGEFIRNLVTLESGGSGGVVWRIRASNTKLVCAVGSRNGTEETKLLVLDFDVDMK
GPR151 ag: activators of human GPR151, primary screen, cell-based, PathHunter beta-arrestin, luminescence. AID 1508602, 2020. 650,000 tested, 1% active. activation, % at 11.2 µM. PathHunter beta-arrestin GPR151 cells; in the data active = activation above about 4.9%;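 note: 0% = median of compound wells and 100% = cells with positive control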
* marks the source's active call; other numbers are inactive results.

NS(=O)(=O)c1ccc(N=Cc2cc3c(cc2[N+](=O)[O-])OCO3)cc1 was read as MITF inh 64*, TEAD-YAP block -2, FBW7 activator -0.3 and GPR151 ag 0.6.
`Cc1ccc(C2c3ccccc3C=CN2C(=O)c2ccccc2)o1` (stereo unspecified) gave MITF inh -1, TEAD-YAP block 4, FBW7 activator -0.2 and GPR151 ag -0.5.
c1ccc(C2(c3ccccc3)OC(c3cccs3)Oc3ccccc32)cc1 (stereo unspecified) was read as MITF inh 5, TEAD-YAP block 8, FBW7 activator -0.1 and GPR151 ag 2.4.
For O=C(Cc1coc(-c2ccc(F)cc2)n1)N1CCOCC1 the results were MITF inh 10, TEAD-YAP block 5, FBW7 activator -0.1 and GPR151 ag -0.6.
`CCC(=O)Nc1nnc(SCC(=O)Nc2nccs2)s1` gave MITF inh -1, TEAD-YAP block -6, FBW7 activator 0.1 and GPR151 ag 2.3.
For O=C(CCC(=O)N/N=C/c1ccc(Cl)s1)N/N=C/c1ccc(Cl)s1 the results were MITF inh -2, TEAD-YAP block -8, FBW7 activator 0.0 and GPR151 ag -0.2.
For CC(=O)N1c2ccccc2NC2=C(C(=O)CCC2)C1c1ccccc1Cl (stereo unspecified) the results were MITF inh -16, TEAD-YAP block 0, FBW7 activator 0.2 and GPR151 ag 0.6.
Screening CC(C)(C)c1csc(NC(=O)C2=COCCO2)n1 returned MITF inh -10, TEAD-YAP block -74, FBW7 activator -0.1 and GPR151 ag -2.6.
`CNc1nc(N/N=C/c2ccc(OC)c(OC)c2)nc(Nc2cccc(C(F)(F)F)c2)n1` gave MITF inh 0, TEAD-YAP block 53*, FBW7 activator 0.1 and GPR151 ag 2.4.
Screening CCOC(=O)C1CCN(Cc2ccc3ccccc3c2)CC1 returned MITF inh 39, TEAD-YAP block 6, FBW7 activator 0.3 and GPR151 ag -0.5.
Screening COc1ccc(-n2nc(C(=O)NCC(=O)N3CCCC3)c3ccccc3c2=O)cc1OC returned MITF inh 2, TEAD-YAP block -1, FBW7 activator -0.2 and GPR151 ag 0.4.
`CC(=O)Nc1ccc(C(=O)N(CCc2c(C)[nH]c3ccccc23)C2(C(=O)Nc3c(C)cccc3C)CCCCC2)cc1` gave MITF inh 7, TEAD-YAP block -7, FBW7 activator 0.1 and GPR151 ag 0.4.
Screening Cc1ccnc(Sc2ccc(N)cc2)n1 returned MITF inh 10, TEAD-YAP block -8, FBW7 activator 0.0 and GPR151 ag 3.5.
`COC(=O)C(CCSC(F)(F)F)NC(=O)OC(C)(C)C` (stereo unspecified) gave MITF inh 15, TEAD-YAP block -9, FBW7 activator 0.3 and GPR151 ag -2.0.
Cc1cc(N2CCN(c3ncccn3)CC2)nc2ccc(NC(=O)Cc3cccc(C(F)(F)F)c3)cc12 was read as MITF inh 26, TEAD-YAP block -5, FBW7 activator 0.2 and GPR151 ag -0.1.
Screening O=C1N[C@@H](CO)C(=O)N2C[C@@H](NCc3cnn(-c4cccc(Cl)c4)c3)C[C@@H]12 returned MITF inh -9, TEAD-YAP block -15, FBW7 activator 0.0 and GPR151 ag -1.5.
`Cc1nn(C)cc1CN1CCN(C2CCN(C(C)C)CC2)C(CCO)C1` (stereo unspecified) gave MITF inh 15, TEAD-YAP block -2, FBW7 activator -0.1 and GPR151 ag 0.3.
Cc1ccc(NC(=O)CN2CCOCC2)cc1Br was read as MITF inh -5, TEAD-YAP block 3, FBW7 activator 0.0 and GPR151 ag 1.0.
COc1cccc(N2C(=O)CC(N3CCN(c4ccccn4)CC3)C2=O)c1 (stereo unspecified) was read as MITF inh 3, TEAD-YAP block 0, FBW7 activator 0.1 and GPR151 ag 5.1*.
`COc1ccc(C(=O)NC(C)CCc2ccccc2)c(OC)c1` (stereo unspecified) gave MITF inh 3, TEAD-YAP block -14, FBW7 activator 0.1 and GPR151 ag -0.4.
COC(=O)c1cc(OC)c(OC)cc1NC(=O)CCCN1C(=O)c2ccccc2C1=O was read as MITF inh 35, TEAD-YAP block 2, FBW7 activator 0.3 and GPR151 ag -0.8.
CCn1cnc2sc(C(=O)Nc3ccc(F)cc3Cl)c(C)c2c1=O was read as MITF inh 12, TEAD-YAP block -3, FBW7 activator -0.1 and GPR151 ag 1.2.
Screening O=C(NCC1CCC2(CCN(C(=O)Cc3ccccc3)CC2)O1)c1cc(F)cc(F)c1 (stereo unspecified) returned MITF inh 18, TEAD-YAP block 7, FBW7 activator 1.5 and GPR151 ag -1.4.
Cc1cc(C)n(-c2ccc(N3CCC(C(=O)NC4CC4)CC3)nn2)n1 was read as MITF inh 7, TEAD-YAP block 8, FBW7 activator -0.1 and GPR151 ag -5.0.
`CCN(CC)C(=O)CN(c1ccccc1F)S(C)(=O)=O` gave MITF inh -7, TEAD-YAP block -9, FBW7 activator -0.2 and GPR151 ag -0.3.
For CCOC(=O)Cn1c(=O)oc2cc(S(=O)(=O)NCc3ccccc3)ccc21 the results were MITF inh 17, TEAD-YAP block -8, FBW7 activator 0.2 and GPR151 ag 0.7.
Screening Clc1ccc(CSc2nnnn2-c2ccccc2)cc1 returned MITF inh 9, TEAD-YAP block -5, FBW7 activator 0.2 and GPR151 ag -1.4.
COc1cccc(NC(=S)N/N=C/c2cc3c(cc2[N+](=O)[O-])OCO3)c1 was read as MITF inh -1, TEAD-YAP block 2, FBW7 activator 0.0 and GPR151 ag -0.2.
Screening O=C(NCc1ccccc1)c1cc(NC2CCN(Cc3ccccc3)CC2)nc2ccccc12 returned MITF inh -8, TEAD-YAP block 4, FBW7 activator -0.1 and GPR151 ag -0.5.
COc1ccc(-c2noc(CNC(=O)c3ccc(OC)c(OC)c3)n2)cc1 was read as MITF inh 9, TEAD-YAP block -18, FBW7 activator 0.0 and GPR151 ag -0.3.
Screening Cn1nnnc1SCC(=O)Nc1ccc(C(N)=O)cc1 returned MITF inh 18, TEAD-YAP block -3, FBW7 activator 0.1 and GPR151 ag -0.4.
CCCn1c(=N)c(C(=O)NC(C)c2ccccc2)cc2c(=O)n3cccc(C)c3nc21 (stereo unspecified) was read as MITF inh 9, TEAD-YAP block 11, FBW7 activator -0.1 and GPR151 ag 3.3.
For COc1ccc(C2CC(C(F)(F)F)n3nc(C(=O)Nc4ccc5c(c4)OCO5)c(Cl)c3N2)cc1OC (stereo unspecified) the results were MITF inh -3, TEAD-YAP block 0, FBW7 activator 0.0 and GPR151 ag -1.6.
Screening COc1ccc(C(=O)NC2CCN(CC(=O)NCc3ccc(F)cc3)CC2)cc1OC returned MITF inh 1, TEAD-YAP block -6, FBW7 activator -0.2 and GPR151 ag 0.9.
CCCCn1c(=O)n(C)c(=O)c2n[nH]nc21 was read as MITF inh 2, TEAD-YAP block -1, FBW7 activator 0.0 and GPR151 ag 2.0.
For Cc1ccc(Oc2cc(Cl)nc(N)n2)cc1C the results were MITF inh 7, TEAD-YAP block -2, FBW7 activator -0.2 and GPR151 ag -1.1.
Screening COc1ccc(CCNC(=O)Nc2ccc3c(c2)OCO3)cc1OC returned MITF inh -18, TEAD-YAP block -1, FBW7 activator 0.0 and GPR151 ag 2.0.
`COc1ccccc1C(=O)N/C(=C\c1ccccc1)C(=O)NCCCCCC(=O)O` gave MITF inh -7, TEAD-YAP block -4, FBW7 activator -0.1 and GPR151 ag 1.4.
`Cc1ccccc1CN[C@H]1C[C@H]2C(=O)N[C@@H](CC(C)C)C(=O)N2C1` gave MITF inh -5, TEAD-YAP block -7, FBW7 activator -0.1 and GPR151 ag 2.8.
Screening CN(CCc1ccccn1)C(=O)CCC1CCCN(C(=O)CSc2ccncc2)C1 (stereo unspecified) returned MITF inh -7, TEAD-YAP block 4, FBW7 activator -0.1 and GPR151 ag -0.1.
For O=C(NN=C1CCCCCC1)C(O)(c1ccccc1)c1ccccc1 the results were MITF inh -26, TEAD-YAP block 0, FBW7 activator 0.0 and GPR151 ag 0.0.
Screening CC(C)C[C@@H]1NC(=O)[C@H]2CN(C(=O)c3cc(F)cc(F)c3)CCN2C1=O returned MITF inh -28, TEAD-YAP block 0, FBW7 activator 0.1 and GPR151 ag 2.2.
`COc1ccc(C(=O)NC(=S)N2CCOCC2)cc1` gave MITF inh 0, TEAD-YAP block 10, FBW7 activator -0.1 and GPR151 ag 6.1*.
`CCSc1nnc2c(n1)OC(c1ccc(-c3ccc(Cl)cc3)o1)Nc1ccccc1-2` (stereo unspecified) gave MITF inh 2, TEAD-YAP block 4, FBW7 activator -0.1 and GPR151 ag 2.3.
COc1cc(/C=C2\N=C(c3ccc(Cl)cc3Cl)OC2=O)cc(OC)c1OC was read as MITF inh -3, TEAD-YAP block -4, FBW7 activator -0.1 and GPR151 ag 2.1.
OC(COc1ccc(Cl)cc1)CN1C2=NCCCN2c2ccccc21 (stereo unspecified) was read as MITF inh 8, TEAD-YAP block 5, FBW7 activator 0.1 and GPR151 ag -1.3.
Screening O=C(CSc1nnc(-c2ccccc2)n1-n1cccc1)Nc1ccc(F)c(Cl)c1 returned MITF inh -3, TEAD-YAP block 0, FBW7 activator 0.0 and GPR151 ag 0.0.
`COc1ccc(CN[C@H]2C[C@H]3C(=O)N[C@@H](Cc4c[nH]c5ccccc45)C(=O)N3C2)cc1` gave MITF inh 7, TEAD-YAP block 1, FBW7 activator 0.1 and GPR151 ag 0.3.
For CCCSc1nnc(NC(=O)Cc2coc3ccc(C)cc23)s1 the results were MITF inh 19, TEAD-YAP block 4, FBW7 activator 0.1 and GPR151 ag -1.3.
Screening N#C/C(=C\c1cn(CC(=O)NCc2ccco2)c2ccccc12)C(=O)NCC1CCCO1 (stereo unspecified) returned MITF inh 10, TEAD-YAP block 9, FBW7 activator -0.1 and GPR151 ag -0.2.

For reference, part of the list above:
`COc1ccc(C(=O)NC(=S)N2CCOCC2)cc1` gave MITF inh 0, TEAD-YAP block 10, FBW7 activator -0.1 and GPR151 ag 6.1*.
`CCSc1nnc2c(n1)OC(c1ccc(-c3ccc(Cl)cc3)o1)Nc1ccccc1-2` (stereo unspecified) gave MITF inh 2, TEAD-YAP block 4, FBW7 activator -0.1 and GPR151 ag 2.3.
COc1cc(/C=C2\N=C(c3ccc(Cl)cc3Cl)OC2=O)cc(OC)c1OC was read as MITF inh -3, TEAD-YAP block -4, FBW7 activator -0.1 and GPR151 ag 2.1.
OC(COc1ccc(Cl)cc1)CN1C2=NCCCN2c2ccccc21 (stereo unspecified) was read as MITF inh 8, TEAD-YAP block 5, FBW7 activator 0.1 and GPR151 ag -1.3.
Screening O=C(CSc1nnc(-c2ccccc2)n1-n1cccc1)Nc1ccc(F)c(Cl)c1 returned MITF inh -3, TEAD-YAP block 0, FBW7 activator 0.0 and GPR151 ag 0.0.
`COc1ccc(CN[C@H]2C[C@H]3C(=O)N[C@@H](Cc4c[nH]c5ccccc45)C(=O)N3C2)cc1` gave MITF inh 7, TEAD-YAP block 1, FBW7 activator 0.1 and GPR151 ag 0.3.
For CCCSc1nnc(NC(=O)Cc2coc3ccc(C)cc23)s1 the results were MITF inh 19, TEAD-YAP block 4, FBW7 activator 0.1 and GPR151 ag -1.3.
Screening N#C/C(=C\c1cn(CC(=O)NCc2ccco2)c2ccccc12)C(=O)NCC1CCCO1 (stereo unspecified) returned MITF inh 10, TEAD-YAP block 9, FBW7 activator -0.1 and GPR151 ag -0.2.

Following part
Screening c1nc(Nc2ccc(N3CCOCC3)cc2)c2[nH]c(NCCN3CCOCC3)nc2n1 returned MITF inh 15, TEAD-YAP block 7, FBW7 activator -0.2 and GPR151 ag -1.7.
For CCCCOC(=O)c1ccccc1N1C(=O)c2ccc(Br)cc2C1=O the results were MITF inh 2, TEAD-YAP block -1, FBW7 activator -0.1 and GPR151 ag -1.1.
For c1ccc(CCc2nnc3n2CCN(Cc2cccnc2)CC3)cc1 the results were MITF inh 5, TEAD-YAP block 6, FBW7 activator -0.1 and GPR151 ag 0.1.
`Cn1cccc1CN(Cc1cccs1)C(=O)c1cc(-c2ccccc2)on1` gave MITF inh -8, TEAD-YAP block -8, FBW7 activator -0.2 and GPR151 ag -0.2.
COc1ccc(/C=C2\N=C(c3cccc(Br)c3)OC2=O)cc1 was read as MITF inh 7, TEAD-YAP block 17, FBW7 activator -0.1 and GPR151 ag 0.7.
For NC(=O)c1c(NC(=O)CN(C(=O)c2cccnc2)C2CCCC2)sc2c1CCCC2 the results were MITF inh 29, TEAD-YAP block 5, FBW7 activator -0.1 and GPR151 ag -0.4.
Screening O=C(COC(=O)c1ccc(O)cc1O)c1ccccc1 returned MITF inh 6, TEAD-YAP block -55, FBW7 activator 0.2 and GPR151 ag -6.3.
Screening CCOC(=O)c1c(NC(=O)/C=C/c2ccco2)sc(C(=O)OC)c1C returned MITF inh 2, TEAD-YAP block -1, FBW7 activator -0.1 and GPR151 ag -0.4.
For CCCOc1ccc(-c2csc(NC(=O)c3ccc(S(=O)(=O)N4CC(C)CC(C)C4)cc3)n2)cc1 (stereo unspecified) the results were MITF inh -10, TEAD-YAP block 0, FBW7 activator -0.1 and GPR151 ag 0.1.
Screening CCOC(=O)c1nn(-c2ccc(C)cc2)cc1O returned MITF inh 4, TEAD-YAP block -25, FBW7 activator -0.1 and GPR151 ag -0.5.
`CS(=O)(=O)N1CCN=C1SCc1ccc([N+](=O)[O-])cc1` gave MITF inh 8, TEAD-YAP block 10, FBW7 activator 0.2 and GPR151 ag -1.5.
